Screens deposited in PubChem BioAssay by several laboratories.
MEKK2 WT-MEK5: raises or lowers MEK5 binding to wildtype human MEKK2 PB1 domain. binding response (% of control), % at 10 µM. actives 1.1% (n = 290,000). bead flow cytometry, Alexa488-MEK5 binding to MEKK2 WT; actives lie on both sides. Q9Y2U5; in the data active means binding response below about 67% or above about 130%
GPR7 antag: blocks human GPR7 receptor signaling; P48145; GPR7-expressing cells, fluorescence antagonist assay; inhibition, % at 4.4 µM; actives 1.1% (n = 290,000); in the data active means inhibition above about 16%, passing the limit was not always enough;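 further: cells stimulated with the agonist NPW; 0% = agonist with vehicle and 100% = vehicle without agonist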
OXTR agonist: activates the human oxytocin receptor. actives 0.32% (n = 320,000). activation, % at 3 µM. CHO-OTR cells, Fluo-8 calcium fluorescence; normalized: DMSO 0%, oxytocin 100%. AID 2435;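 active means activation above the mean of all tested compounds plus 3 SD, cutoff set per screening run, cut at about 20% in these data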;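 further: peak over basal fluorescence ratio from a 100 s FLIPR kinetic read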
Target sequence (P30559 whole entry, looked up): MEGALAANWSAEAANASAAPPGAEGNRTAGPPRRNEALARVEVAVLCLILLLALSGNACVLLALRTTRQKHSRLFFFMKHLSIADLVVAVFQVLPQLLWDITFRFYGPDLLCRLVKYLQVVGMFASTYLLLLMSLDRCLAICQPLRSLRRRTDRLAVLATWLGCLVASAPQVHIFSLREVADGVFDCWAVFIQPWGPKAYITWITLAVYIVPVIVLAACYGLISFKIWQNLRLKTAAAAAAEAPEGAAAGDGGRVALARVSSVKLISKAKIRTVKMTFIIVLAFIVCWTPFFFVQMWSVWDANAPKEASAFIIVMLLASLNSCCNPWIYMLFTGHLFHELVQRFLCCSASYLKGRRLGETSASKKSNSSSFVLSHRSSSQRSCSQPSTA
V1aR counter: counter-screen for oxytocin receptor agonists: human V1a receptor agonists | P37288 | CHO-V1R cells, Fluo-8 calcium fluorescence, agonist mode; 0% DMSO, 100% 3 nM vasopressin | activation, % at 3 µM | actives 0.25% (n = 320,000);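 active means activation above the mean activation of all tested compounds plus 3 SD, per screening run, cut at about 20% in these data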;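 further: signal is peak over basal fluorescence ratio across a 100 second FLIPR read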
MEKK2 mut-MEK5: signal of MEK5 binding to mutant human MEKK2 PB1 domain. bead flow cytometry, Alexa488-MEK5 binding to MEKK2 mutant. percent response, % at 10 µM. actives 0.35% (n = 290,000). AID 1530; in the data active means percent response above about 24%, passing the limit was not always enough; further: inactives centre near 1; some results filed as inactive read as strong as hits; reference of the scale not given here
GalR3 antagonist: blocks the human galanin receptor 3 | O60755 | HEK293 GalR3-CNG cAMP membrane potential fluorescence; galR3 body fused to GalR1 C-terminus | inhibition, % at 3 µM | actives 0.44% (n = 360,000) | AID 651719;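 active means inhibition above the screen-wide average plus 3 SD, cut at about 13% in these data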;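 further: forskolin and galanin both at EC90 stimulate the cells; cAMP rise reported by CNG channel membrane potential dye signal; 0% = forskolin plus galanin with DMSO and 100% = forskolin alone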
Target sequence (O60755 1-299 limits assumed): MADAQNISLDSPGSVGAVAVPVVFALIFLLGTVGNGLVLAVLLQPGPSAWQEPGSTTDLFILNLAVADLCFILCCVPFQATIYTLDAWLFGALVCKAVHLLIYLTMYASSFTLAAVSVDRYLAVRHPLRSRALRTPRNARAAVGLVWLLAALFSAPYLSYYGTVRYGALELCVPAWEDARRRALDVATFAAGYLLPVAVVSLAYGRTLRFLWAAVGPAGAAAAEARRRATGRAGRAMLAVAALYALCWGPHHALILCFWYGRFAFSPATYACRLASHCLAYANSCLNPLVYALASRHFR
NALP1 inh: blocks the NALP1 inflammasome reconstituted in yeast. AID 2071. actives 0.61% (n = 280,000). inhibition, % at 10 µM. S. cerevisiae NALP1/ASC/caspase-1 growth, X-gal OD620, 72 h; in the data active means inhibition mostly above about 24%, no sharp cut-off; inactive means mostly below about 32%; further: some compounds called inactive have numbers as strong as hits
MEKK3 PB1 HTS: MEKK3-MEK5 PB1 interaction, increase or decrease | binding response (% of control), % at 10 µM | actives 1.4% (n = 290,000) | bead-based flow cytometry, Alexa488-MEK5 binding to MEKK3; actives lie on both sides; 0 = blocked by unlabeled MEK5, 100 = vehicle | Q99759;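 active means binding response more than 3 SD above or below the average of its plate-row segment, actives on both sides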;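 further: Alexa488 bead fluorescence after subtracting the streptavidin-only scavenger bead signal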
PHOSPHO1 inh: blocks human PHOSPHO1 phosphatase activity; inhibition, % at 13.3 µM; recombinant PHOSPHO1, absorbance phosphatase assay; AID 1565; Q8TCT1; actives 1.1% (n = 290,000); in the data active means inhibition above about 60%
Target sequence (Q8TCT1 whole entry, looked up): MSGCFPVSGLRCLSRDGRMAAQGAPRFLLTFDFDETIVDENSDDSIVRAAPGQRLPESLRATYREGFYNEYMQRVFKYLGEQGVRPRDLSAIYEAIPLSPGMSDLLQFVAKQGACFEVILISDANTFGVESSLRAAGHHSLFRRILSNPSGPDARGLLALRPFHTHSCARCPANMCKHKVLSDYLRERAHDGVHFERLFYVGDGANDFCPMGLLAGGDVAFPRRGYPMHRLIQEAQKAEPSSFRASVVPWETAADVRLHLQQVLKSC
* = called active by the depositor.

Screening Cc1ccc(C(=O)c2c[nH]c3c(F)cc(F)cc3c2=O)cc1 returned MEKK2 WT-MEK5 91, GPR7 antag -12, OXTR agonist 2.0, V1aR counter 0.6, MEKK2 mut-MEK5 -2, GalR3 antagonist -4, NALP1 inh 19, MEKK3 PB1 HTS 83 and PHOSPHO1 inh -11.
CCn1cc(C(=O)N2CCN(c3ccccn3)CC2)c(=O)c2cc(S(=O)(=O)N3CCC(C)CC3)ccc21 was read as MEKK2 WT-MEK5 97, GPR7 antag 7, OXTR agonist -2.5, V1aR counter -2.0, MEKK2 mut-MEK5 -2, GalR3 antagonist -4, NALP1 inh 11, MEKK3 PB1 HTS 90 and PHOSPHO1 inh -5.
For CCOc1cc(C2C(C(=O)c3ccco3)=C(O)C(=O)N2Cc2ccccc2)ccc1O (configuration not stated) the results were MEKK2 WT-MEK5 93, GPR7 antag 5, OXTR agonist -0.4, V1aR counter 0.8, MEKK2 mut-MEK5 -7, GalR3 antagonist -8, NALP1 inh 0, MEKK3 PB1 HTS 95 and PHOSPHO1 inh 37.
For O=C(N/N=C/c1ccc(N2CCOCC2)o1)c1ccccc1[N+](=O)[O-] the results were MEKK2 WT-MEK5 97, GPR7 antag 1, OXTR agonist 0.9, V1aR counter 0.9, MEKK2 mut-MEK5 -2, GalR3 antagonist -3, NALP1 inh 17, MEKK3 PB1 HTS 95 and PHOSPHO1 inh 4.
Screening Cc1ccc(OCc2ccc(C(=O)O)o2)cc1C returned MEKK2 WT-MEK5 97, GPR7 antag 9, MEKK2 mut-MEK5 -8, GalR3 antagonist -12, NALP1 inh 7, MEKK3 PB1 HTS 98 and PHOSPHO1 inh 15.
N#Cc1ccccc1NC(=O)CN1C(=O)NC2(CCCC2)C1=O was read as MEKK2 WT-MEK5 105, GPR7 antag 0, OXTR agonist 1.0, V1aR counter 0.3, MEKK2 mut-MEK5 17, GalR3 antagonist -10, NALP1 inh 9, MEKK3 PB1 HTS 104 and PHOSPHO1 inh 17.
Screening C=C1CCN([C@H](C(=O)NCc2ccco2)C(C)C)S(=O)(=O)c2ccccc21 returned MEKK2 WT-MEK5 95, OXTR agonist 0.0, V1aR counter 0.1, MEKK2 mut-MEK5 1, GalR3 antagonist -3, NALP1 inh 6, MEKK3 PB1 HTS 98 and PHOSPHO1 inh 40.
`COc1ccc(C(=O)COC(=O)CN2CC(=O)Oc3ccccc32)cc1Br` gave MEKK2 WT-MEK5 104, GPR7 antag -4, OXTR agonist 0.2, V1aR counter 0.7, MEKK2 mut-MEK5 3, GalR3 antagonist -6, NALP1 inh 13, MEKK3 PB1 HTS 107 and PHOSPHO1 inh 24.
For Cc1ccc(N(C(=O)c2csnn2)C(C(=O)NC2CCCCC2)c2ccncc2)c(C)c1 (configuration not stated) the results were MEKK2 WT-MEK5 104, GPR7 antag -7, OXTR agonist -0.1, V1aR counter 0.2, MEKK2 mut-MEK5 2, GalR3 antagonist -11, NALP1 inh 4, MEKK3 PB1 HTS 102 and PHOSPHO1 inh 28.
Screening COc1ccc(O)c(C(=O)c2cnc3c(c2)c(C)nn3CCO)c1 returned MEKK2 WT-MEK5 99, GPR7 antag 3, OXTR agonist -0.6, V1aR counter -0.4, MEKK2 mut-MEK5 2, GalR3 antagonist -7, NALP1 inh 11, MEKK3 PB1 HTS 95 and PHOSPHO1 inh 7.
CCOc1ccc(-c2nnc(N)o2)cc1 was read as MEKK2 WT-MEK5 103, GPR7 antag 1, OXTR agonist -1.9, V1aR counter -0.7, MEKK2 mut-MEK5 2, GalR3 antagonist -7, NALP1 inh 5, MEKK3 PB1 HTS 99 and PHOSPHO1 inh -19.
CC1Cc2ccccc2N1C(=O)CSc1nc(-c2ccccc2)cs1 (configuration not stated) was read as MEKK2 WT-MEK5 106, GPR7 antag -7, OXTR agonist 0.2, V1aR counter 0.2, MEKK2 mut-MEK5 1, GalR3 antagonist -4, NALP1 inh 41, MEKK3 PB1 HTS 120 and PHOSPHO1 inh -6.
For CCOc1ccc(NC(=O)C(=O)NCC2CCCN2CC)cc1 (configuration not stated) the results were MEKK2 WT-MEK5 95, GPR7 antag -7, OXTR agonist 0.9, V1aR counter 0.8, MEKK2 mut-MEK5 2, GalR3 antagonist -7, NALP1 inh 5, MEKK3 PB1 HTS 94 and PHOSPHO1 inh 18.
CC(C)(C)c1ccc(C(=O)Nc2ccc(O)c3c(=O)cc(-c4ccccc4Cl)oc23)cc1 was read as MEKK2 WT-MEK5 97, OXTR agonist -0.8, V1aR counter -0.6, MEKK2 mut-MEK5 4, GalR3 antagonist -4, NALP1 inh -6, MEKK3 PB1 HTS 96 and PHOSPHO1 inh 36.
For C[C@@H]1CC=C[C@H]2[C@H]1C(=O)N(Cc1ccccc1)[C@H]2c1ccc(F)c(Br)c1 the results were MEKK2 WT-MEK5 94, MEKK2 mut-MEK5 -6, NALP1 inh -4, MEKK3 PB1 HTS 97 and PHOSPHO1 inh 26.
Screening CCOC(=O)c1c(NC(=O)C2CC=CCC2C(=O)O)sc(C)c1CC (configuration not stated) returned MEKK2 WT-MEK5 102, GPR7 antag -2, OXTR agonist 0.2, V1aR counter 0.1, MEKK2 mut-MEK5 4, GalR3 antagonist -8, NALP1 inh 4, MEKK3 PB1 HTS 104 and PHOSPHO1 inh 40.
Screening CCn1c(=O)oc2cc(NC(=O)CCl)ccc21 returned MEKK2 WT-MEK5 102, GPR7 antag -4, OXTR agonist 0.8, V1aR counter -0.4, MEKK2 mut-MEK5 2, GalR3 antagonist -6, NALP1 inh 4, MEKK3 PB1 HTS 101 and PHOSPHO1 inh -2.
For CC(=O)N(c1nnc(-c2ccc(C)cc2)s1)C1CCCC1 the results were MEKK2 WT-MEK5 108, GPR7 antag -14, OXTR agonist -2.5, V1aR counter -0.1, MEKK2 mut-MEK5 6, GalR3 antagonist -10, NALP1 inh -3 and MEKK3 PB1 HTS 109.
Screening Cc1ccc(OCC(=O)NN2C(=O)c3ccccc3C2=O)cc1 returned MEKK2 WT-MEK5 97, GPR7 antag -4, OXTR agonist -0.5, V1aR counter -0.1, MEKK2 mut-MEK5 0, GalR3 antagonist 5, NALP1 inh -2, MEKK3 PB1 HTS 100 and PHOSPHO1 inh 43.
Screening Cc1ccc(-c2nc3c(c(=O)[nH]c(=O)n3Cc3ccccc3)n2Cc2ccccc2)o1 returned MEKK2 WT-MEK5 88, GPR7 antag -20, MEKK2 mut-MEK5 -4, GalR3 antagonist -5, NALP1 inh 5, MEKK3 PB1 HTS 101 and PHOSPHO1 inh -21.
For CCOC(=O)c1cc(-c2ccccc2)n(CC(=O)Nc2ccc(OC)cc2)c1C the results were MEKK2 WT-MEK5 89, GPR7 antag 4, OXTR agonist -0.6, V1aR counter -0.4, MEKK2 mut-MEK5 -2, GalR3 antagonist 1, NALP1 inh 15, MEKK3 PB1 HTS 89 and PHOSPHO1 inh 3.
CCC(C)(C)NC(=O)C(c1ccc(OC)cc1)N(C(=O)CCC(=O)Nc1cc(C)on1)c1cccc(F)c1 (configuration not stated) was read as MEKK2 WT-MEK5 104, GPR7 antag -9, OXTR agonist -1.7, V1aR counter -0.8, MEKK2 mut-MEK5 2, GalR3 antagonist -8, NALP1 inh 10, MEKK3 PB1 HTS 105 and PHOSPHO1 inh 32.
CC(C)C1C(c2ccccc2)NC(c2ccccc2)CC1(O)c1ccc(F)cc1 (configuration not stated) was read as MEKK2 WT-MEK5 112, GPR7 antag -1, OXTR agonist -2.4, V1aR counter -1.5, MEKK2 mut-MEK5 -14, GalR3 antagonist -4, NALP1 inh 14, MEKK3 PB1 HTS 67 and PHOSPHO1 inh 16.
O=C(c1cn(-c2ccccc2)nc1-c1ccncc1)N1CCCCC1 was read as MEKK2 WT-MEK5 98, GPR7 antag 6, OXTR agonist -1.1, V1aR counter -0.8, MEKK2 mut-MEK5 1, GalR3 antagonist -2, NALP1 inh 17, MEKK3 PB1 HTS 97 and PHOSPHO1 inh -8.
`CCOC(=O)c1sc(C)c(C(=O)NCCCN2CCOCC2)c1N` gave MEKK2 WT-MEK5 107, GPR7 antag -5, OXTR agonist -0.8, V1aR counter -0.4, MEKK2 mut-MEK5 5, GalR3 antagonist -1, NALP1 inh 3, MEKK3 PB1 HTS 104 and PHOSPHO1 inh -2.
For CCOC(=O)Cn1c(=N)n(CCOc2cccc(C)c2)c2ccccc21 the results were MEKK2 WT-MEK5 113, GPR7 antag 21, OXTR agonist 11, V1aR counter 6.5, MEKK2 mut-MEK5 9, GalR3 antagonist -4, NALP1 inh 38, MEKK3 PB1 HTS 103 and PHOSPHO1 inh 22.
Screening CC(=O)N1CCN(c2ccc(NC(=O)c3ccc(Cl)c([N+](=O)[O-])c3)cc2)CC1 returned MEKK2 WT-MEK5 109, GPR7 antag -7, OXTR agonist 1.4, V1aR counter 7.7, MEKK2 mut-MEK5 12, GalR3 antagonist -7, NALP1 inh 1, MEKK3 PB1 HTS 112 and PHOSPHO1 inh 30.
For CCn1cnc2cc(NCc3nc4ccccc4n3Cc3ccccc3)ccc21 the results were MEKK2 WT-MEK5 96, GPR7 antag 6, OXTR agonist 2.0, V1aR counter 1.0, MEKK2 mut-MEK5 4, GalR3 antagonist -1, NALP1 inh -48, MEKK3 PB1 HTS 98 and PHOSPHO1 inh -32.
For Cc1nc(C(F)(F)F)ccc1C(=O)Nc1ccccc1F the results were MEKK2 WT-MEK5 97, GPR7 antag -10, OXTR agonist 0.0, V1aR counter -0.2, MEKK2 mut-MEK5 20, GalR3 antagonist -4, NALP1 inh 4, MEKK3 PB1 HTS 103 and PHOSPHO1 inh 33.
Screening O=C(NCCCn1ccnc1)/C(=C/c1ccco1)NC(=O)c1cccs1 returned MEKK2 WT-MEK5 93, GPR7 antag -12, OXTR agonist 0.6, V1aR counter 0.0, MEKK2 mut-MEK5 -9, GalR3 antagonist -6, NALP1 inh 12, MEKK3 PB1 HTS 98 and PHOSPHO1 inh -28.
